Compound activity (PubChem)
PERK inhibitor: inhibitors of human PERK kinase; Q9NZJ5; inhibition, % at 5.6 µM; CHO PERK-DD fusion, SEAP luminescence translation reporter; 220,000 tested, 0.17% active; AID 1416;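 active means inhibition above the mean inhibition of all tested compounds plus 3 SD, set separately per screening campaign, cut at about 2.9% in these data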;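 further: PERK kinase domain activated by AP20187 dimerizer at 100 nM; 0% = DMSO with dimerizer and 100% = rapamycin at 8.4 µM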
EBV gp42 inh: blocks Epstein-Barr virus glycoprotein 42 binding. inhibition, % (tested at 21.74 µM). Fluorescence polarization binding assay, mP read-out. 220,000 tested, 0.42% active; in the data active means inhibition above about 50%
MDM2 E3 inh: Mdm2 E3 ligase (human) inhibition | Q00987 | signal enhancement, % at 5 µM | 210,000 tested, 0.11% active | cell-based MDM2 ubiquitination luciferase reporter, 2 h; 0 = plate control, 100 = twice control, blank-subtracted | AID 1230;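 active means signal enhancement of 30% or more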;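 further: luminescence tracks abundance of the self-degrading MDM2-luciferase fusion protein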
Target sequence (Q00987 whole entry, looked up, the tested form may be a part): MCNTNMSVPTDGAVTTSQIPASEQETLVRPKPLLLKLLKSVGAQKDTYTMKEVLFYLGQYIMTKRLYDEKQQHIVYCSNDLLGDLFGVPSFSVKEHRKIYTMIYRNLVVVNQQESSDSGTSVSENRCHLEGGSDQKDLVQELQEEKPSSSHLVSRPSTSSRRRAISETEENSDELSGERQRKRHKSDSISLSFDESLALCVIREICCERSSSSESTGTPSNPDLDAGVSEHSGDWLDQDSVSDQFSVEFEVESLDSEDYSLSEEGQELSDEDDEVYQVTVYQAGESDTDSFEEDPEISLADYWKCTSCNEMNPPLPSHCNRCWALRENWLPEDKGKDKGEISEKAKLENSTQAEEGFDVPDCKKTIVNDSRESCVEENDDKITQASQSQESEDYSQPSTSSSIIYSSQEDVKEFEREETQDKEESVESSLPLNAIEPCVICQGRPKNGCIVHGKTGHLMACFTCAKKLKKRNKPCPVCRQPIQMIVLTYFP
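Assay system: stable mammalian line carrying autodegrading MDM2–luciferase fusion reporter; amount: 2000 cells seeded into each well; buffer or medium: DMEM; benchmarks: plate control and blank wells; signal: luciferase luminescence; timing: 2 h compound exposure at 37 °C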
m-calpain inh: blocks pig calpain II enzyme activity; purified calpain II, fluorogenic peptide substrate, 30 min; inhibition, % at 16 µM; 220,000 tested, 0.37% active;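 active means inhibition above about 50%, limit read from the data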
L929 necroptosis: L929 zVAD cell death inhibition; L929 zVAD necroptosis rescue, ATP luminescence, 24 h; with zVAD 60 µM; viability rescue, % at 10 µM; 220,000 tested, 0.38% active;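 active means activation, scaled between plate controls, above about 75%, limit read from the data; inactive means activation under that limit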;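 further: 0% = zVAD with DMSO and 100% = DMSO alone without zVAD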
Rad51 HR inh: blocks human Rad51 in homologous recombination | 200,000 tested, 0.085% active | AID 1385 | inhibition, % at 10 µM | hRad51 DNA strand exchange, fluorescence dequenching;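 active means inhibition above 40% at the single screening dose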;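 further: 0% = DMSO control wells and 100% = blanks with heterologous ssDNA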
Target sequence (Q06609 whole entry, looked up): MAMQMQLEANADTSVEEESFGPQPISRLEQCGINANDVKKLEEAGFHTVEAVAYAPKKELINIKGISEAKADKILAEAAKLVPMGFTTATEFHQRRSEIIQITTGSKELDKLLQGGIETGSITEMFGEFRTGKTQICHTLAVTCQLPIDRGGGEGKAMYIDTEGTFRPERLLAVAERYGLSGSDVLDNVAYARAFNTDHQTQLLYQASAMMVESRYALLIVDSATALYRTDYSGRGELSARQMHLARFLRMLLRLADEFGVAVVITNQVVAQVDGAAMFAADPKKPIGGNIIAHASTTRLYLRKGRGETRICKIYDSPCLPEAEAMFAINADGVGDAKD
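Material: hRad51 filaments on single-stranded DNA; Reagent: Donor/quencher-labelled 47-bp dsDNA substrate; Compound: 10 µM final, single point; Schedule: 37 °C 15-min filament assembly, 30-min compound preincubation, 15-min exchange; Technique: FRET fluorescence, excitation 485 nm, emission 520 nm; Benchmarks: control wells and blank wells on each plate.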
TNF necrop inh: TNF-alpha cell death inhibition in Jurkat FADD-/- cells | activation (protection from cell death), % at 10 µM | AID 463075 | Jurkat FADD-/- TNF necroptosis rescue, ATP luminescence, 24 h; 0 = TNF only, 100 = no-TNF cells | 220,000 tested, 0.068% active;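 active means activation, meaning protection from cell death, of at least 50% relative to plate controls; inactive means activation below 50%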;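 further: necroptosis triggered by 40 ng/mL TNF-alpha added together with compound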
Cl transport mod: modulators of human KCC2 chloride dependent transport; Q9H2X9; KCC2 cells, thallium flux FluoZin-2 fluorescence; B-score of Tl+ flux slope (higher = more flux/activation; lower = inhibition) at 10 µM; 190,000 tested, 2.2% active;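 active means thallium flux slope and its plate-corrected score both differing from the plate sample mean at a set confidence after two filtering rounds, in either direction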;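 further: slope of fluorescence scaled to starting intensity during 10 to 20 s after thallium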
eIF4E 4G PPI: eIF4E/eIF4G interaction inhibition in translation initiation | P63073+Q04637 | AID 782 | 220,000 tested, 0.37% active | inhibition, % at 21.7 µM | TR-FRET eIF4E-eIF4GI(517-606) binding, 2 h;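 active means inhibition above about 30%, limit read from the data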;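 further: 0% = full FRET control wells and 100% = background wells lacking eIF4GI fragment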
An asterisk follows results filed as active; i = inactive; . = no result given; [ ] = remark or other dose.

Start of the data: the first 12 entries, ahead of the listing:
Structure	PERK inhibitor	EBV gp42 inh	MDM2 E3 inh	m-calpain inh	L929 necroptosis	Rad51 HR inh	TNF necrop inh	Cl transport mod	eIF4E 4G PPI
COCC(=O)N1CCCC(C(=O)c2ccc(Oc3ccccc3)cc2)C1 (stereo unspecified)	0.4	-2	-8	-22	1.4	2	0.5	0.0026	-1
CCN(CC)S(=O)(=O)c1ccc(C(=O)NCCN2C(=O)S/C(=C\c3cccnc3)C2=O)cc1	0.1	-18	-3	-17	3.3	-1	0.2	-1.6	0
CC(/C=C/C=C/c1ccccc1)=N/NC(=O)c1ccc2c(c1)OCCO2	0.2	-5	-14	-10	1.8	-10	1.5	-0.49	1
COc1ccccc1-n1ccnc1SCC(=O)NCc1ccco1	0.4	3	-9	-14	0.6	-1	1.0	-0.43	-3
Nc1c2c(nc3sc4c(c13)CCCCC4)CCCCC2	-0.8	22	-13	24	0.7	11	4.6	-0.31	4
COc1ccc(-c2nn(-c3ccccc3)cc2/C=C\C(=O)N2CCOCC2)cc1[N+](=O)[O-]	-0.5	-4	-9	-6	2.7	-4	0.2	0.37	1
CC(C)[N+](C)(C)CC(O)CN(c1ccccc1)c1ccccc1 (stereo unspecified)	0.4	-32	-9	-42	3.0	21	0.5	1.1	9
Cc1nc(N2CCN(C)CC2)c2c(C)c(C(=O)Nc3ccc(C)c(F)c3)sc2n1	-1.2	-15	-11	-10	3.2	.	-0.6	-0.23	-2
CC(C)NCC(O)COc1ccc(CC(N)=O)cc1 (stereo unspecified)	1.6	-8	.	8	5.6	-2	-0.4	0.71	0
COc1ccc(C)cc1S(=O)(=O)N(C)CC(=O)NC1CC1	0.9	4	-10	-8	0.5	6	0.0	-0.5	0
CC(C)CCNC(=O)C1CC(c2cccc([N+](=O)[O-])c2)=NO1 (stereo unspecified)	0.0	-8	-10	11	0.2	5	-0.7	0.29	0
O=c1c(C=NCCN2CCNCC2)c(-c2ccccc2)[nH]n1-c1ccc([N+](=O)[O-])cc1	-0.1	-6	-4	-14	1.2	-5	-17	1.5	0

All compounds of this part, from the start:
Structure	PERK inhibitor	EBV gp42 inh	MDM2 E3 inh	m-calpain inh	L929 necroptosis	Rad51 HR inh	TNF necrop inh	Cl transport mod	eIF4E 4G PPI
COCC(=O)N1CCCC(C(=O)c2ccc(Oc3ccccc3)cc2)C1 (stereo unspecified)	0.4	-2	-8	-22	1.4	2	0.5	0.0026	-1
CCN(CC)S(=O)(=O)c1ccc(C(=O)NCCN2C(=O)S/C(=C\c3cccnc3)C2=O)cc1	0.1	-18	-3	-17	3.3	-1	0.2	-1.6	0
CC(/C=C/C=C/c1ccccc1)=N/NC(=O)c1ccc2c(c1)OCCO2	0.2	-5	-14	-10	1.8	-10	1.5	-0.49	1
COc1ccccc1-n1ccnc1SCC(=O)NCc1ccco1	0.4	3	-9	-14	0.6	-1	1.0	-0.43	-3
Nc1c2c(nc3sc4c(c13)CCCCC4)CCCCC2	-0.8	22	-13	24	0.7	11	4.6	-0.31	4
COc1ccc(-c2nn(-c3ccccc3)cc2/C=C\C(=O)N2CCOCC2)cc1[N+](=O)[O-]	-0.5	-4	-9	-6	2.7	-4	0.2	0.37	1
CC(C)[N+](C)(C)CC(O)CN(c1ccccc1)c1ccccc1 (stereo unspecified)	0.4	-32	-9	-42	3.0	21	0.5	1.1	9
Cc1nc(N2CCN(C)CC2)c2c(C)c(C(=O)Nc3ccc(C)c(F)c3)sc2n1	-1.2	-15	-11	-10	3.2	.	-0.6	-0.23	-2
CC(C)NCC(O)COc1ccc(CC(N)=O)cc1 (stereo unspecified)	1.6	-8	.	8	5.6	-2	-0.4	0.71	0
COc1ccc(C)cc1S(=O)(=O)N(C)CC(=O)NC1CC1	0.9	4	-10	-8	0.5	6	0.0	-0.5	0
CC(C)CCNC(=O)C1CC(c2cccc([N+](=O)[O-])c2)=NO1 (stereo unspecified)	0.0	-8	-10	11	0.2	5	-0.7	0.29	0
O=c1c(C=NCCN2CCNCC2)c(-c2ccccc2)[nH]n1-c1ccc([N+](=O)[O-])cc1	-0.1	-6	-4	-14	1.2	-5	-17	1.5	0
c1cc2nnnn2nc1N1CCCCCC1	1.2	-2	11	-10	-0.6	-4	-0.9	0.61	-6[fluorescence artefact?]
Cc1cc2nc(C)n(CCCNC(=O)Nc3ccc(C#N)cc3)c2cc1C	-1.2	3	-7	-8	-0.5	2	1.5	.	-3
CN(C)S(=O)(=O)c1ccc(C(=O)Nc2ccnn2C2CCCCC2)cc1	1.4	-16	-11	1	0.0	-4	-0.7	0.3	-1
C=CCn1c(SCc2ccc(C(=O)NCCO)cc2)nc2sc(C)c(C)c2c1=O	-0.3	3	-18	-44	1.5	.	-1.4	-0.45	6
O=C(CN1C(=O)C2C3C=CC(C4CC34)C2C1=O)Oc1ccccc1 (stereo unspecified)	1.7	15	-7	-7	0.3	-4	-1.2	-0.69	2
O=C(CCCC(=O)OCC(=O)NC1CCCC1)Nc1ccccn1	0.0	6	-14	-7	-0.2	-2	-0.4	0.46	-3
O=C(O)CSCc1ccc(C(=O)O)o1	-0.3	-17	-28	1	-0.5	-3	0.1	.	-3
Cc1cc(C)n(-c2nncn2/N=C/c2ccccc2F)n1	1.6	-7	-14	-29	1.8	-1	0.9	0.0011	1

Going on with the list.
Structure	PERK inhibitor	EBV gp42 inh	MDM2 E3 inh	m-calpain inh	L929 necroptosis	Rad51 HR inh	TNF necrop inh	Cl transport mod	eIF4E 4G PPI
O=C(NCc1ccco1)C(c1ccco1)N(C(=O)Cn1nnc2ccccc21)c1ccc2c(c1)CCC2 (stereo unspecified)	-1.2	.	.	.	-0.4	15	-2.1	0.41	.
Cc1cccc(C(=O)Nc2nc(C)c(C(=O)Nc3ccc4c(c3)CCC4)s2)c1	-0.3	-11	-34	-70	0.5	0	-1.8	-0.18	-23[fluorescence artefact?]
N#C/C(C(=O)NCCc1ccccc1)=C1/N=C(NC(=O)c2cccs2)c2ccccc21	0.6	-41	-18	-1	3.8	-10	-2.5	-0.0045	17
CN(NC(=O)Nc1ccccc1)c1cnn(C)c(=O)c1Cl	1.6	-16	-11	-30	0.5	8	1.7	-0.01	-3
COc1ccc(C2=CC3=C(Br)C(=O)C(C)(OC(=O)c4ccc(Cl)nc4)C(=O)C3=CO2)cc1 (stereo unspecified)	.	19	9	-26	-0.2	-12	-0.2	-0.31	10
COc1cccc(N2CCN(C(=O)/C=C/c3ccco3)CC2)c1	0.1	-31	-8	14	0.3	4	-0.8	-0.64	4
Cc1cc(C(=O)N2CCN(c3ccc(C(F)(F)F)cn3)CC2)c(C)o1	-1.0	-10	-13	-22	-0.5	-5	-2.5	-1.4	0
O=C(CS(=O)(=O)c1cn(Cc2ccc(Cl)cc2)c2ccccc12)N1CCCCC1	1.2	-10	-5	-1	0.5	-1	-0.5	-0.72	-1[fluorescence artefact?]
CCC(C)(C)n1nnnc1CN(Cc1ccc(Cl)cc1)Cc1ccco1	-0.8	-6	-15	16	-0.1	.	0.3	-0.038	-9
CCOC(=O)c1c2ccc(OCC(=O)NN)cc2n2ccccc12	-0.1	26	0	i	0.2	4	-1.0	-3.7	-2
CN(C)c1nc2n(c(=O)n1)CCS2	1.4	0	-4	7	-0.4	-8	0.2	-0.62	-4
COc1ccc(OCC(O)Cn2c(N)nc3c2c(=O)[nH]c(=O)n3C)cc1 (stereo unspecified)	1.0	-10	-6	10	0.0	-9	1.1	0.83	-3
Cc1cc(Nc2ccc(Br)cc2F)n2nc(C)nc2n1	-0.2	-14	-13	18	0.5	-1	-2.1	-0.36	4
Cc1ccc(Cn2c(=O)c3c(nc4n3CCCN4Cc3ccccc3)n(C)c2=O)cc1	-0.5	-8	12	21	1.5	15	1.2	1	2
CC(C)OCc1c(C(=O)Nc2nccs2)oc2ccccc12	-0.7	-14	-2	29	-1.1	-1	-1.9	0.65	-3
Cc1cccc(C)c1OCc1nnc(SCC(=O)NCc2ccccc2)o1	-0.3	-12	1	11	0.0	-4	-0.3	-0.8	-9
O=C/C(=C\Nc1ccccn1)c1nc2ccccc2o1	-0.5	-25	.	17	-0.2	-4	-4.2	0.33	-2
COC(=O)C1=C(C)N(CCc2ccc(OC)c(OC)c2)C(=O)/C1=C\N(C)C	0.1	-18	-12	-18	-1.1	3	-0.7	-2.3	0
CCOC(=O)N1CCC(NC(=O)C2CCN(C(=O)N3CC(C)Oc4ccc(C)cc43)CC2)CC1 (stereo unspecified)	-1.2	-17	-4	-13	-0.3	3	-0.3	.	0
CC1=CN2C(=N)/C(=C/c3cn(CCCOc4ccccc4C)c4ccccc34)C(=O)N=C2S1	0.2	-9	-7	-48	0.8	4	0.6	-1.2	2
CC1(C)Cc2ccccc2-c2nc3ccccc3c(=O)n21	0.0	-8	-13	14	0.6	-3	-4.0	0.41	8
